LEDGF integ inh: blocks HIV-1 LEDGF/p75-dependent DNA integration; 370,000 tested, 0.64% active; TR-FRET IN-LEDGF/p75 DNA integration, Eu/Cy5; inhibition, % at 3.7 µM;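 active = inhibition above the screen-wide mean plus 3 SD, cut at about 13% in these data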;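 also: signal is the Cy5 over europium emission ratio at 671 and 618 nm; 0% = plate median of compound wells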
TDP2 inh: TDP2 (human) inhibition, absorbance primary screen. O95551. recombinant TDP2, T5PNP hydrolysis, p-nitrophenol absorbance 415 nm. inhibition, % at 12.8 µM. 370,000 tested, 0.34% active;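 active = inhibition above the mean of all tested compounds plus 3 SD, set per campaign, cut at about 25% in these data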;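 also: 0% = DMSO with enzyme and 100% = buffer with substrate but no TDP2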
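Test system: Human TDP2 enzyme | Reagent: 5 mM T5PNP | Compound dosing: 12.8 µM single point, 1% DMSO | Incubation: Enzyme reaction with compound for 2 h at 37 °C | Technique: p-Nitrophenol epi absorbance | Read-out: % inhibition relative to enzyme-containing and enzyme-free wells | Benchmarks: High control without enzyme, low control DMSO plus TDP2 | Replicates: Singlicate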
mABHD4 FP: inhibitors of mouse ABHD4. inhibition, % at 8.92 µM. 370,000 tested, 0.54% active. AID 720543. Q8VD66. purified mABHD4, FP-Rh probe fluorescence polarization;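 active = inhibition exceeding the mean over every tested compound plus 3 SD, cut at about 30% in these data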;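 also: 0% = plate median of compound wells and 100% = S159A mutant with DMSO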
Target sequence (Q8VD66 whole entry, looked up): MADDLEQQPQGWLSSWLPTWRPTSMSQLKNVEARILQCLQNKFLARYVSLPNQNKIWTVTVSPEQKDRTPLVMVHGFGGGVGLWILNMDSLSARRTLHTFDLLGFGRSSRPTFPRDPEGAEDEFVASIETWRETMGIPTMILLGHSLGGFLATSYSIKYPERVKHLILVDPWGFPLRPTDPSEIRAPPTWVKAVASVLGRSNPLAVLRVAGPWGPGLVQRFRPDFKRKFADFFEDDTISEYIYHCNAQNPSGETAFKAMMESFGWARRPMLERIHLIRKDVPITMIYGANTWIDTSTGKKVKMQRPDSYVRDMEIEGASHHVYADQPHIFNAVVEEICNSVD
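Doses – 8.92 µM, single dose · Material – wild-type mouse ABHD4 protein · Replication – single well per compound (singlicate) · Measure – percent inhibition of probe binding, normalized to plate controls · Schedule – 45 min compound pre-incubation plus 60 min probe step, 25 °C · Detection – fluorescence polarization with parallel and perpendicular emission, 525/598 nm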
PG9 Ab binder: small molecules binding HIV-1 gp120 antibody PG9; TR-FRET gp120-PG9 antibody binding; inhibition, % at 6.7 µM; 360,000 tested, 0.43% active; AID 624416; in the data active = inhibition above about 8.5%
HTRA1 inhibitor: inhibitors of human serine peptidase HTRA1 | inhibition, % at 5.96 µM | 340,000 tested, 0.5% active | Q92743 | AID 504803 | recombinant HTRA1, FP-rhodamine activity-based probe, fluorescence polarization; in the data active = inhibition above about 36%;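 also: 0% = enzyme with DMSO and 100% = wells lacking enzyme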
PRMT1 FP inh: PRMT1 (human) inhibition, primary screen; Q99873; recombinant PRMT1, activity-based probe fluorescence polarization; inhibition, % at 2.79 µM; 370,000 tested, 1.3% active;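 active = inhibition above about 21% made by adding two undisclosed values, limit read from the data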
Target sequence (Q99873 whole entry, looked up): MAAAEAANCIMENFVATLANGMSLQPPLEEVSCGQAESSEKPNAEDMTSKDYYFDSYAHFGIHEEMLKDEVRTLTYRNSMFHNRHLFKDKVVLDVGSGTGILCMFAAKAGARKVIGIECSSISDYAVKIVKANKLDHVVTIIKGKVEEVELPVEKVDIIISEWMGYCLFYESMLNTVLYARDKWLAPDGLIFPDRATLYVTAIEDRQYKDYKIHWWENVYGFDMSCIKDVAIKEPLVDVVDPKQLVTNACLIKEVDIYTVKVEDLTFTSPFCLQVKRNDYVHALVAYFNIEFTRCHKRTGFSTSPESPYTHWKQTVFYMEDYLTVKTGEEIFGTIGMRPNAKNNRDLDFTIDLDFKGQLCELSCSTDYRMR
UHRF1 MBD2 ctr: human UHRF1 methylated DNA binding inhibitors; Q96T88; UHRF1 binding to methylated oligo, TR-FRET; inhibition, % at 4.4 µM; 370,000 tested, 0.75% active; AID 687016; in the data active = inhibition above about 21%;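 also: UHRF1 SRA domain binding a hemimethylated CpG hairpin DNA probe; 0% = median of test compound wells and 100% = reference inhibitor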
DDE Tn7 FP inh: disrupts Tn7 cyclic peptide binding to fibrin D-Dimer-E complex. FP displacement of FITC-Tn7 peptide from fibrin DD(E); 0% = median of compound wells per plate. 370,000 tested, 0.13% active. P02675. AID 720508. inhibition, % at 8.3 µM;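 active = inhibition above the mean of compounds falling within the control limits plus 3 SD of them, cut at about 14% in these data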;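 also: 0% = plate median of compound wells and 100% = 10 µM Aha-Tn7 peptide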
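Assay system: human fibrin DD(E). Input: DD(E) 2 µM final. Medium: Tris buffer with calcium and detergent, pH 7.8. Compound dosing: single point at 8.3 µM. Timing: 10 min plus 3 h, room temperature. Technique: fluorescence polarization of the labelled Tn7 tracer. Read-out: percent inhibition. Replicates: singlicate testing.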
TCR-CD3 inh: blocks the human TCR-CD3 interaction | TAMRA-labeled TCR probe fluorescence, biochemical | inhibition, % at 9.4 µM | 360,000 tested, 0.37% active; in the data active = inhibition above about 19%;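 also: recombinant mutant TCR 2C K166C tagged with TAMRA read by polarization; 0% = receptor in buffer alone and 100% = receptor with positive control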
SIAE primary: blocks human sialic acid acetylesterase | Q9HAT2 | inhibition, % at 9.66 µM | SIAE FP-Rh probe binding, fluorescence polarization | 370,000 tested, 0.69% active;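 active = inhibition above a cutoff: mean of compounds within the control limits plus 3 SD of those, cut at about 17% in these data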;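 also: 0% = plate median of compound wells and 100% = probe without SIAE protein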
* marks the source's active call; other numbers are inactive results; · = not tested or not shown; & = joins results of further samples; ! = a repeat was not active.

cpd	SMILES	LEDGF integ inh	TDP2 inh	mABHD4 FP	PG9 Ab binder	HTRA1 inhibitor	PRMT1 FP inh	UHRF1 MBD2 ctr	DDE Tn7 FP inh	TCR-CD3 inh	SIAE primary
1	COc1ccc(C2=Nc3ccccc3N(C(=O)c3ccc4c(c3)OCO4)C2C(=O)Nc2c(C)cccc2C)cc1 (centres undefined)	-7	-2	-26	-2.3	·	5	4	5	-12	-13
2	Cc1ccc(NC(=O)CN(C)C(=O)COC(=O)c2nc3nccc(C)n3n2)cc1	1	5	4	-0.1	9	-3	-1	-6	0	-7
3	Cc1ccccc1NC(=O)CCN1CCCC1	5	-13	-9	-2.8	8	-4	7	1	-8	-4
4	CCCN(CC(=O)Nc1ccccc1C)C(=O)c1ccc(S(=O)(=O)N2CCC(C)CC2)cc1	1	12	3	-2.0	5	0	0	-7	2	-12
5	COC(=O)[C@]12C[C@H](CC(=O)NCCC(C)C)C(=O)N(Cc3ccc(Cl)cc3Cl)C1=C[C@H](C(C)C)O[C@@H]2C1CC1	2	3	1	·	·	-3	3	-6	·	-2
6	Cc1ccc(CNC(=O)c2ccc(Cl)c(S(=O)(=O)N3CCCCC3)c2)cc1	-1	-5	-11	0.6	-34	4	15	-5	-1	-5
7	CCn1c(N2CCN(C(=S)NC)CC2)nc2ccccc21	-2	4	4	-1.0	-5	0	1	5	-2	-2
8	CC1=CC(C)(C)NC(=S)N1c1cccc(C)c1	2&0	-2&1	-2&-2	-3.4&0.5	2&-2	-10&-2	-1&0	14*!	6&3	-4&1
9	CCCCCC(=O)N1C[C@H](n2cc(-c3ccc(F)cc3)nn2)[C@@H](O)C[C@@H]1c1ccc(C)cc1	1	-9	-24	0.2	-60	4	0	7	5	-11
10	CCOC(=O)c1c(NC(=O)c2ccccc2C)sc2c1CC(C)(C)OC2	2	12	1	1.2	-25	0	0	5	-2	-1
11	Cc1ccc2nc(C)cc(NCCO)c2c1	3	0	3	-2.9	1	-1	1	-1	0	3
12	CC1CC1C(=O)OCC(=O)NCc1ccccc1Cl (centres undefined)	-4	6	0	1.4	-4	-2	-2	-1	8	-6
13	Cc1ccc2[nH]c3c(=O)n(Cc4ccccn4)cnc3c2c1	0	2	-5	1.6	3	0	1	1	-8	1
14	CC(c1ccccc1)N1CCn2c(nc3cc(NC(=O)NC4CCCCC4)ccc32)C1 (centres undefined)	0	-5	2	1.6	2	2	0	-11	0	2
15	Cn1cccc1Cc1nnc(SCC(=O)Nc2cccc(F)c2)n1-c1ccc(F)cc1	-2	-8	2	-0.5	-9	5	-3	4	5	-2
16	CCOC(=O)c1c(-c2ccccc2Cl)csc1NC(=O)CSc1nc(C)cc(=O)[nH]1	-1	-3	-13	-3.1	-45	1	-1	-1	0	-13
17	Cc1cc(C)cc(-n2ncc3c2CCCC3NC(=O)CCCn2cncn2)c1 (centres undefined)	0	19	-2	0.4	-2	-4	-4	8	2	4
18	O=C(COc1ncnc2sccc12)Nc1ccc2c(c1)OCCO2	-2	-1	-14	-0.5	-3	3	2	1	-9	-9
19	NC1=NC(=Nc2cccc(S(=O)(=O)N3CCOCC3)c2)c2ccccc21	-6	2	3	0.3	2	1	0	5	-2	-7
20	CC(=O)Nc1ccc(N/C=C2/CCCC2=O)cc1	-4	-5	6	-2.4	15	8	1	2	-12	-2

2 compounds picked at random from the list so far, as already listed:
cpd	SMILES	LEDGF integ inh	TDP2 inh	mABHD4 FP	PG9 Ab binder	HTRA1 inhibitor	PRMT1 FP inh	UHRF1 MBD2 ctr	DDE Tn7 FP inh	TCR-CD3 inh	SIAE primary
7	CCn1c(N2CCN(C(=S)NC)CC2)nc2ccccc21	-2	4	4	-1.0	-5	0	1	5	-2	-2
6	Cc1ccc(CNC(=O)c2ccc(Cl)c(S(=O)(=O)N3CCCCC3)c2)cc1	-1	-5	-11	0.6	-34	4	15	-5	-1	-5

Further compounds.
cpd	SMILES	LEDGF integ inh	TDP2 inh	mABHD4 FP	PG9 Ab binder	HTRA1 inhibitor	PRMT1 FP inh	UHRF1 MBD2 ctr	DDE Tn7 FP inh	TCR-CD3 inh	SIAE primary
21	O=C(NS(=O)(=O)c1cccs1)[C@H]1O[C@@H](n2ccc(=O)[nH]c2=O)[C@H](O)[C@@H]1O	3	8	3	-2.7	·	0	0	-2	0	-2
22	COc1cc(-c2ccc3oc(-c4ccsc4)cc(=O)c3c2)cc(OC)c1OC	-1	8	-48	-0.7	-65	0	-3	5	4	-22
23	Cc1cc(C(=O)Nc2cccc(S(=O)(=O)N3CCCC3)c2)c2ccccc2n1	-2	8	1	-2.5	-17	4	11	10	-7	7
24	COc1ccc(CN2CCCC(C(=O)N(C)Cc3ccccc3)C2)cc1OC (centres undefined)	0	1	6	-0.9	0	-1	-1	-7	-1	8
25	COc1cc(C2CC(=O)Oc3cc(O)ccc32)cc(OC)c1OC (centres undefined)	2	-9	-6	1.3	0	-1	2	0	0	0
26	Cc1nnc(SCC(N)=O)n1CCc1ccccc1	0	7	4	0.3	1	1	16	5	0	0
27	O=C(CSC1=NS(=O)(=O)c2cc(F)ccc2N1)NCc1ccccc1	0	11	8	-1.0	-7	1	-1	6	10	3
28	O=C(Cn1cnc2ccccc2c1=O)OCC(=O)c1ccc2c(c1)OCCO2	3	9	1	-0.3	-4	0	0	-4	-7	0
29	CCc1ccc(N(C(=O)C(F)(F)F)C(C(=O)NC2CCCCC2)c2ccncc2)cc1 (centres undefined)	-3	-11	-6	-0.3	0	-4	-1	5	2	-4
30	CC(C)(C)NC(=O)c1ccc(Cn2cc(C(F)(F)F)ccc2=O)cc1	2	3	-2	-1.0	-1	0	-3	-2	4	3
31	COC(=O)c1c(NC(=O)C2C3CCC(O3)C2C(=O)O)sc2c1CCCCCC2 (centres undefined)	7	4	15	0.1	-2	0	1	2	2	4
32	CCCS(=O)(=O)NC(=O)C1(C)CCCN(C(=O)C2(c3ccc(Cl)cc3)CCCC2)C1 (centres undefined)	3	3	3	0.2	·	-4	-2	-1	-7	5
33	COC(=O)CNC(=O)c1cccc(-c2ccc(OC)cc2)c1	-1	9	5	1.0	2	-5	-3	3	1	-2
34	Cc1c(C=O)c2ccccc2n1CCOc1ccccc1	-1	-2	-18	-2.6	-4	6	4	-7	-11	-6
35	O=C(Cc1cccs1)Nc1cccc([N+](=O)[O-])c1	-2	-8	-4	-0.1	-4	9	21	-1	-3	-7
36	CCc1ccccc1NC(=O)Nc1cccn(Cc2ccccc2F)c1=O	-6	2	1	-1.0	-12	2	1	0	-9	-4
37	c1ccc(C2=NN(c3ccccc3)C(c3ccco3)C2)cc1 (centres undefined)	1	-1	0	2.8	-3	0	-3	10	10	7
38	OC1CCCN(CC(O)COC(c2ccc(F)cc2)c2ccc(F)cc2)C1 (centres undefined)	-12	-6	8	0.8	2	1	0	-1	-8	3
39	CCOc1ccccc1NC(=O)CN1C(=O)COc2ccc(S(=O)(=O)N3CCOCC3)cc21	-2	3	-4	-0.1	4	0	-1	3	5	2
40	CCOC(=O)C1CCN(C(=O)COC(=O)CNC(=O)c2ccc(C(C)(C)C)cc2)CC1	-3	3	9	0.1	9	2	1	1	6	-12

Printed as active in DDE Tn7 FP inh (from the list above):
No.	SMILES	LEDGF integ inh	TDP2 inh	PG9 Ab binder	HTRA1 inhibitor	PRMT1 FP inh	UHRF1 MBD2 ctr	DDE Tn7 FP inh	TCR-CD3 inh	SIAE primary
8	CC1=CC(C)(C)NC(=S)N1c1cccc(C)c1	2&0	-2&1	-3.4&0.5	2&-2	-10&-2	-1&0	14*!	6&3	-4&1

Remaining list, next part.
cpd	SMILES	LEDGF integ inh	TDP2 inh	mABHD4 FP	PG9 Ab binder	HTRA1 inhibitor	PRMT1 FP inh	UHRF1 MBD2 ctr	DDE Tn7 FP inh	TCR-CD3 inh	SIAE primary
41	O=c1[nH]c(=O)n(Cc2ccccc2)c2c1CCC2	-1	-1	1	0.3	-1	1	4	0	0	-1
42	COC(=O)c1ccc(OCC(O)CN(CCO)CCO)cc1 (centres undefined)	2	0	0	-2.6	3	-2	0	-1	-10	9
43	CCN(CC)C(=O)Cn1c(=O)n(-c2ccccc2)c(=O)c2c3c(sc21)CCC3	1	1	3	1.6	0	-2	1	-2	-1	-7
44	NC(=O)COc1ccc(/C=C2\C(=O)ON=C2c2ccccc2)cc1	0	10	12	2.2	1	2	2	5	-5	0
45	CCC(c1nnnn1Cc1ccccc1)N1CCN(C/C=C/c2ccccc2)CC1 (centres undefined)	4	0	-4	-1.7	·	-1	-1	1	3	4
46	Cc1nn(C)cc1CNC(=O)Nc1ccc(Cl)cc1	-3	-2	3	-1.1	-18	2	2	-4	-2	-2
47	CCOc1ccc(-n2c(=S)sc3c(=O)[nH]c(SCC(=O)NC(C)CC)nc32)cc1 (centres undefined)	-2	5	4	0.6	-3	-1	-1	9	-3	-7
48	O=C(NN1CCOCC1)c1ccccc1	-10	-6	0	1.4	5	4	2	6	-12	-4
49	O=C(NCc1ccccc1)c1cc(-c2ccncc2)nc2ccccc12	2	9	-3	-0.7	-4	0	-2	5	-5	-5
50	COC(=O)Nc1ccc2ccc3c(NC(=O)OC)ccc4ccc1c2c43	1	-2	11	-13	10	1	0	-4	3	-4
51	COc1ccc(N/C=C/C(=O)c2cc(OC)c(OC)c(OC)c2)cc1	2	-1	-2	-3.1	-5	-1	-4	-4	6	10
52	O=C(CSc1nnnn1C1CCCCC1)Nc1cccc(NC(=O)c2ccco2)c1	-2	7	-6	-2.0	-21	0	-1	-1	2	-12
53	O=C1CCCC[C@@H](CO)[C@H](O)C[C@H](c2ccccc2)O1	-2	-5	-4	-2.0	·	0	0	-1	-4	14
54	NC(=O)c1ccc(NC(=O)CCN2C(=O)c3ccccc3C2=O)cc1	-6	-7	6	-1.4	3	3	1	3	-3	-1
